CHRM4 PAM – positive allosteric modulators of human muscarinic M4 receptor | P08173 | CHO-K1 hM4/Gqi5, Fluo-8 calcium fluorescence, ACh EC20; 0% = ACh EC20, 100% = maximal ACh | activation, % at 3 µM | 360,000 compounds, 0.4% hits | AID 624126;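 active = activation above its plate's cutoff, the mean activation of sample wells plus 3 SD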; note: some results filed as inactive read as strong as hits
Target sequence (P08173 whole entry, looked up): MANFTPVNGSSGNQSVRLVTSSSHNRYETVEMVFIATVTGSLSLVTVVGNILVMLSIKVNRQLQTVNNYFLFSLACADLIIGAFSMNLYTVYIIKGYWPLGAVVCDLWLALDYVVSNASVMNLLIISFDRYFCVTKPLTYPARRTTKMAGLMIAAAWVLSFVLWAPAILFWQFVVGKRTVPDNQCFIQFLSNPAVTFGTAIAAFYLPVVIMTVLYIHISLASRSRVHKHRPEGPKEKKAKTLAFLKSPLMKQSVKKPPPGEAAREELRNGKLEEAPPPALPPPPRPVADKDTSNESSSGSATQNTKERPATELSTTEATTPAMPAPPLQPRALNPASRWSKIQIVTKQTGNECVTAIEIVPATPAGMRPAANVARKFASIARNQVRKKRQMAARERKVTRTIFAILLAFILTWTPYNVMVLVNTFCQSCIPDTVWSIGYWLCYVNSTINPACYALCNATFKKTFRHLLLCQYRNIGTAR
CRFBP-R2 block – CRF-BP/CRF-R2 complex antagonism; HEK293 CRF-R2/CRF-BP, CRF-induced calcium fluorescence; inhibition, % at 11.8 µM; 350,000 compounds, 0.59% hits;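 active = inhibition of the ligand-induced calcium signal above about 50% at the single tested concentration, limit read from the data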
CRFBP-R2 agonist – agonists of human CRF-binding protein/CRF-R2 receptor complex; HEK293 CRF-R2/CRF-BP, calcium dye fluorescence (FLIPR); percent of saturating CRF peptide response; activation, % at 13.2 µM; 350,000 compounds, 0.46% hits; AID 588473;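 active = activation of at least 50%, plus an integration ratio under a set limit after plate pattern correction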;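 note: plate controls were neutral control wells without compound for no effect and CRF at EC100 for full effect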
M4 ag – agonists of human muscarinic M4 receptor (CHRM4). P08173. CHO-K1 hM4/Gqi5, Fluo-8 calcium fluorescence; vehicle 0%, full acetylcholine response 100%. activation, % at 3 µM. 360,000 compounds, 0.14% hits. AID 624127;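 active = activation above the run mean over all test wells plus 3 SD, cut at about 32% in these data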;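 note: peak over basal fluorescence ratio per well then scaled between controls; 0% = DMSO wells and 100% = acetylcholine at EC100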
M5 antag – CHRM5 antagonism in calcium assay; P08912; CHO-hM5 cells, Fluo-8 calcium fluorescence, ACh EC80; inhibition, % at 3 µM; 360,000 compounds, 0.59% hits;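 active = inhibition above a per-plate cutoff, the mean of that plate's test compounds plus 3 SD, cut at about 27% in these data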;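 note: 0% = acetylcholine EC80 with DMSO and 100% = DMSO without agonist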
CHRM5 agonist – CHRM5 agonism in calcium assay; activation, % at 3 µM; 360,000 compounds, 0.19% hits; AID 624037; CHO-K1 hM5 cells, Fluo-8 calcium fluorescence; 0% DMSO wells, 100% maximal acetylcholine response; P08912;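 active = activation above the run's mean over test compounds plus 3 SD, cut at about 23% in these data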;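 note: signal is peak over basal fluorescence ratio across the kinetic read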
CHRM5 PAM – CHRM5 positive allosteric modulation | CHO-K1 hM5, Fluo-8 calcium, ACh EC20 PAM; 0% = ACh EC20, 100% = ACh EC100 | activation, % at 3 µM | 360,000 compounds, 0.3% hits | AID 624038;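 active = activation above the run cutoff, the mean activation of all test compounds plus 3 SD, cut at about 18% in these data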
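system = human M5 receptor in CHO-K1 cells | compound = one concentration, 3 µM final (nominal) | schedule = Post-acetylcholine fluorescence recording 140 s | signal = Fluo-8 calcium dye fluorescence, kinetic read | benchmarks = low control EC20 acetylcholine (0%), high control EC100 acetylcholine (100%) | repeats = singlicate, one well per test compound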
M1 PAM – positive allosteric modulators of human M1 muscarinic receptor. P11229. CHO-K1 hM1, Fluo-8 calcium fluorescence, ACh EC20; 0% = ACh EC20, 100% = maximal ACh. activation, % at 3 µM. 360,000 compounds, 0.088% hits. AID 588819; in the data active = activation above about 19%, passing the limit was not always enough
Target sequence (P11229 whole entry, looked up): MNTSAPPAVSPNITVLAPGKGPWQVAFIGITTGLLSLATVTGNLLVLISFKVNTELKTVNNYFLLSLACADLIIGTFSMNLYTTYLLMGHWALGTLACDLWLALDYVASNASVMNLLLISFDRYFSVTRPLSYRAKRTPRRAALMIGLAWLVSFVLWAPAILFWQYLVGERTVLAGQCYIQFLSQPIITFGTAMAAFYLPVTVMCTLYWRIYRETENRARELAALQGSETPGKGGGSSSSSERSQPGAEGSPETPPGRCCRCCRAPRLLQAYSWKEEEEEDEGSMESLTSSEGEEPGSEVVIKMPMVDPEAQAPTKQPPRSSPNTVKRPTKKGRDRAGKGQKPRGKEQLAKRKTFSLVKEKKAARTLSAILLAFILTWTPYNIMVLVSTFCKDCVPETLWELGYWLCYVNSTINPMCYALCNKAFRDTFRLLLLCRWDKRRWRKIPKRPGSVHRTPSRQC
M4 antag – blocks acetylcholine activation of human M4 receptor; 360,000 compounds, 0.73% hits; inhibition, % at 3 µM; CHO-hM4 cells, ACh EC80, Fluo-8 calcium fluorescence; P08173;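 active = inhibition above its plate's cutoff, the mean inhibition of sample wells plus 3 SD, cut at about 27% in these data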;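 note: 0% = acetylcholine EC80 with DMSO and 100% = DMSO without agonist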
* marks the source's active call; other numbers are inactive results; . = no result given.

Codes: A = CHRM4 PAM; B = CRFBP-R2 block; C = CRFBP-R2 agonist; D = M4 ag; E = M5 antag; F = CHRM5 agonist; G = CHRM5 PAM; H = M1 PAM; I = M4 antag
> COC(=O)C(NC(=O)COc1ccccc1)(Nc1nc2c(s1)CCCC2)C(F)(F)F (configuration not stated)
  A: -5.3; B: 48.3; C: -1.4; D: -1.5; E: 0.6; F: -13.4; G: -26.9; H: -16.7; I: 6.0
> COc1cc(O)c(C=NN2C(=O)CSC2=S)c(OC)c1
  A: -0.2; B: 17.0; C: -1.5; D: 0.5; E: -5.2; F: -0.1; G: 0.3; H: 1.6; I: 0.3
> COc1ccc(N2CCN(CC(=O)NCc3ccc(Cl)cc3)CC2)cc1
  A: -2.2; B: 23.1; C: 1.6; D: 1.0; E: 11.1; F: 0.2; G: -9.2; H: -0.1; I: -8.7
> Cc1ccc(CNC(=O)C2CC(=O)N(C3CCCCCC3)C2)cc1 (configuration not stated)
  A: 2.4; B: -3.4; C: -0.9; D: 1.1; E: -1.4; F: -0.1; G: 4.3; H: 11.3; I: -12.6
> O=C(CCCC(=O)N1CCN(c2cccc(Cl)c2)CC1)c1ccccc1
  A: 2.6; B: -0.5; C: -0.2; D: 13.9; E: 6.1; F: 1.6; G: -12.1; H: -9.4; I: -8.6
> CCc1noc(C)c1C(=O)NNC(=O)COc1ccc(C)c(C)c1
  A: 2.3; B: -7.4; C: 2.1; D: 0.9; E: 7.6; F: 1.2; G: 7.8; H: 15.1; I: -8.6
> CCOc1ccccc1NC(=O)CSc1nc2c(c(=O)n1C)SC(C)C2 (configuration not stated)
  A: -6.2; B: -2.9; C: 0.2; D: 8.0; E: 2.0; F: 4.3; G: -7.0; H: 1.6; I: -0.2
> NNC(=O)c1nnn(-c2nonc2N)c1CN1CCc2ccccc2C1
  A: 6.9; B: -2.2; C: -1.8; D: 1.2; E: -1.0; F: 2.0; G: -2.7; H: 10.4; I: -7.6
> COc1ccc(S(=O)(=O)N2CCOCC2)cc1NC(=O)COC(=O)c1ccc(C)s1
  A: 8.1; B: -7.4; C: -0.6; D: 1.4; E: 4.1; F: -0.4; G: -6.8; H: 9.6; I: -3.7
> Cc1ccc(NCc2nnc3n2CCCCC3)cc1
  A: 3.9; B: 4.6; C: -0.8; D: -0.9; E: 8.7; F: 1.8; G: -7.3; H: 6.9; I: -7.9
> Cc1cccc(OCc2ccc(C(=O)Nc3cc(C)on3)o2)c1
  A: 2.8; B: -9.3; C: 1.1; D: 2.0; E: -4.1; F: -3.5; G: -1.5; H: 8.6; I: 4.7
> Cc1ccc(S(=O)(=O)N2CCOCC2)cc1C(=O)NCc1ccccc1CN1CCCC1
  A: -5.0; B: 0.2; C: 0.7; D: 0.7; E: 7.8; F: -2.2; G: 4.7; H: -10.3; I: 3.8
> CCOc1ccc(C(=O)OCC(=O)c2c(N)n(C)c(=O)n(C)c2=O)cc1OCC
  A: 16.9; B: -6.9; C: 0.3; D: 1.3; E: -8.8; F: 0.5; G: 4.5; H: 7.4; I: -8.0
> CCCCNC(=O)c1nc(C2CCN(S(=O)(=O)c3ccc(F)c(F)c3)CC2)oc1-c1ccccc1
  A: 9.6; B: .; C: .; D: 1.8; E: -5.7; F: 1.7; G: 1.8; H: 4.9; I: -1.2
> Cn1nc(-c2ccccc2)cc1NC(=O)c1ccccc1
  A: 2.0; B: -6.6; C: -0.9; D: 1.8; E: -4.3; F: -1.0; G: -1.0; H: 1.1; I: -16.4
> COc1cc(-c2nc3ccccc3c(=O)n2N)cc(OC)c1OC
  A: -7.2; B: 17.0; C: 0.2; D: 5.0; E: 1.5; F: 3.1; G: -4.5; H: 1.3; I: 4.5
> COc1ccccc1S(=O)(=O)N(C)C[C@@H]1OCc2cn(nn2)CCCC(=O)N([C@H](C)CO)C[C@H]1C
  A: 3.2; B: 2.0; C: -0.9; D: 1.0; E: -10.3; F: 1.0; G: 5.1; H: 7.4; I: -16.9
> N#CCCNS(=O)(=O)c1ccc(C(=O)OCC(=O)Nc2ccc3c(c2)OCO3)cc1
  A: 5.6; B: -6.4; C: -1.0; D: 0.8; E: 0.7; F: 0.3; G: 1.0; H: 2.2; I: -2.8
> Cc1nnc(SCC(=O)Nc2ccc3c(c2)OCO3)n(N)c1=O
  A: 5.7; B: 2.1; C: 1.7; D: 0.4; E: 7.9; F: -1.0; G: 2.0; H: 7.7; I: -8.8
> Cc1ccc2ccccc2c1NC(=O)Cn1nnc(-c2cccnc2)n1
  A: 2.5; B: 12.9; C: -1.3; D: 4.7; E: 4.1; F: 3.4; G: -1.5; H: -6.6; I: 2.6
> Cc1ccc(C(=O)NC(=S)Nc2ccccc2C(F)(F)F)cc1C
  A: 1.9; B: -23.3; C: 4.8; D: -0.7; E: -3.5; F: -4.8; G: -7.9; H: -0.1; I: -0.3
> CCN(CC(=O)Nc1ccc(NC(C)=O)cc1)C(=O)C1CCCC1
  A: 6.2; B: 13.3; C: -5.7; D: 2.2; E: 7.8; F: 1.6; G: -4.7; H: 6.0; I: 3.4
> O=C(CCCCCCCC(=O)N1CCCCCC1)N1CCCCCC1
  A: -0.3; B: 0.2; C: -0.9; D: 4.3; E: 18.9; F: 3.4; G: -11.5; H: 1.4; I: 0.5
> Cn1c(=O)[nH]c(=O)c2c1nc(N1CCNCC1)n2Cc1cccc2ccccc12
  A: -5.8; B: -6.0; C: -0.1; D: 0.3; E: 3.5; F: -11.1; G: -1.8; H: 5.0; I: 2.4
> COc1ccccc1C(=O)Nc1ccc(C2=NNC(=O)CC2C)cc1 (configuration not stated)
  A: -11.4; B: 4.0; C: -0.4; D: 15.4; E: 5.2; F: 2.6; G: -5.6; H: 0.0; I: 10.5
> N#CC(C(=O)NC1CCCCC1)c1nc2ccccc2nc1N1CCN(c2ccccc2F)CC1 (configuration not stated)
  A: 0.7; B: -21.0; C: 20.7; D: 0.4; E: -2.1; F: -1.8; G: -1.5; H: 7.9; I: 6.2
> O=[N+]([O-])c1ccccc1N/N=C1\CC2CC=CC12 (configuration not stated)
  A: -1.9; B: 10.4; C: -0.1; D: -0.1; E: -0.5; F: -1.2; G: -5.9; H: 2.4; I: 4.9
> O=C(NN/C(=N/S(=O)(=O)c1ccc(Cl)cc1)c1ccccc1)c1cccc(Cl)c1
  A: -2.8; B: -1.8; C: -2.4; D: 0.9; E: -0.7; F: -2.3; G: -1.7; H: 4.1; I: 4.8
> CCOc1ccc(C2/C(=C(/O)c3ccc4c(c3)CC(C)O4)C(=O)C(=O)N2CCCn2ccnc2)cc1 (configuration not stated)
  A: 3.8; B: -5.8; C: 0.7; D: 0.7; E: 12.9; F: -4.0; G: -2.4; H: 3.9; I: 3.8
> Cc1ccc(-c2n[nH]c(=O)c3ccccc23)cc1S(=O)(=O)Nc1ccccc1
  A: -8.8; B: -13.9; C: 1.0; D: 14.8; E: 3.8; F: 7.2; G: -12.4; H: -7.0; I: 1.9
> CC(C)Nc1nc(-c2cccnc2)nc(-c2ccccc2)c1C#N
  A: -3.6; B: -4.8; C: -2.0; D: 1.4; E: 14.6; F: -1.9; G: -1.7; H: 3.9; I: 11.0
> Cc1nc(CCNC(=O)Cc2ccc(Cl)cc2)cs1
  A: -2.3; B: -10.5; C: 0.2; D: 0.7; E: 2.3; F: 0.0; G: -5.9; H: -4.8; I: 1.5
> O=C(Nc1cc2c(cc1C(=O)O)OCCCO2)c1ccc(C(F)(F)F)cc1
  A: -5.7; B: -4.9; C: -0.6; D: 3.7; E: 15.2; F: 0.3; G: -1.9; H: 11.6; I: -2.1
> O=C(Nc1ccc(CN2CCS(=O)(=O)CC2)cc1)c1ccccc1
  A: -11.0; B: 1.8; C: -3.6; D: 10.1; E: 10.1; F: 3.6; G: -15.1; H: -4.7; I: -6.8
> Cn1c(=N)n(CC(=O)c2ccc(Cl)c(Cl)c2)c2ccccc21
  A: -7.0; B: -8.6; C: 0.7; D: -0.6; E: -2.7; F: 0.3; G: 0.3; H: 5.4; I: 0.0
> CCCSc1nc(N)nc(-c2cccs2)c1C#N
  A: 7.8; B: 2.5; C: 1.5; D: 0.2; E: -16.6; F: -8.3; G: 1.3; H: 3.1; I: -2.5
> CCC1(C)Cc2c(sc3c2c(=O)n(C)c2nnc(SCc4ccccc4)n32)CO1 (configuration not stated)
  A: 2.9; B: -33.5; C: -0.6; D: -0.1; E: 13.7; F: 0.0; G: -3.5; H: 8.5; I: -0.1
> Cc1ccc(-c2nn(-c3ccccc3)cc2CSC(=N)N)cc1
  A: 15.1; B: -44.4; C: -0.5; D: 28.3; E: 1.4; F: 9.8; G: -0.7; H: 9.0; I: 7.0
> O=c1c2ccccc2nc2n1CCCN2
  A: 1.4; B: 14.0; C: -1.9; D: 0.5; E: -13.3; F: -3.2; G: 4.0; H: 7.9; I: -16.0
> CS(=O)(=O)C1=C(O)C(=O)N(c2ccccc2)C1c1ccccc1 (configuration not stated)
  A: 1.6; B: 11.5; C: -1.7; D: 1.0; E: 0.9; F: 2.0; G: 0.8; H: 8.4; I: 3.0
> Cc1cccc(NC(=O)c2cnc3sccn3c2=O)c1C
  A: 10.0; B: .; C: .; D: 1.6; E: 0.3; F: 1.4; G: -1.7; H: 12.2; I: -16.2
> CC(C)C(NS(=O)(=O)c1ccc2c(c1)oc(=O)n2C)C(=O)N1CCN(c2ccccc2F)CC1 (configuration not stated)
  A: -1.8; B: 9.6; C: 0.8; D: 0.8; E: 0.8; F: -2.2; G: 2.2; H: 2.5; I: -9.1
> Cc1ccccc1-c1nnc(SCC(=O)Nc2ccc3c(c2)OCCO3)n1N
  A: 4.2; B: 21.0; C: -1.9; D: 0.1; E: 3.1; F: 1.8; G: -0.9; H: 1.9; I: 8.1
> COc1ccc(C(=O)NNC(=O)CSc2nnc(COc3ccccc3)n2C)cc1
  A: 5.9; B: -1.0; C: -3.5; D: -0.9; E: -7.8; F: 2.9; G: 10.4; H: 2.4; I: 4.8
> Cn1c(Cc2ccccc2)nnc1SCC(=O)NC1CCCC1
  A: 5.1; B: 5.0; C: 2.1; D: 1.6; E: 15.1; F: -4.7; G: -1.8; H: 4.0; I: -5.5
> CCOC(=O)/C(C#N)=C1/SC(CCO)C(=O)N1c1ccccc1 (configuration not stated)
  A: -0.5; B: 3.4; C: 2.3; D: -0.2; E: 12.4; F: -3.0; G: -0.2; H: 2.6; I: -0.9
> CCOc1ccc(OCC)c(NC(=O)CN(c2ccc(OC)cc2)S(=O)(=O)c2c(C)noc2C)c1
  A: -3.8; B: 5.9; C: 0.9; D: -0.6; E: 8.5; F: -4.4; G: -12.1; H: -5.2; I: -5.1
> CC(C)Cc1ccc(CN2CCCC(NC(=O)CCN3CCCO3)C2)cc1 (configuration not stated)
  A: -0.1; B: -4.9; C: 2.1; D: 1.9; E: 11.1; F: -0.1; G: 0.1; H: 1.0; I: -7.2
> O=C(CSc1n[nH]c(-c2cccs2)n1)NCc1cccs1
  A: 5.3; B: 7.0; C: 0.8; D: 1.6; E: 2.9; F: -2.2; G: -1.7; H: 3.1; I: 5.8
> COc1ccccc1CN(CC(=O)NCc1ccc2c(c1)OCO2)C(=O)c1ccc2c(c1)OCCO2
  A: -7.3; B: 3.9; C: 0.4; D: 5.3; E: -2.3; F: -6.1; G: 0.3; H: -4.7; I: -11.4
